# HIV fusion peptide = cell-free HIV fusion peptide-binding blockers – biochemical, uHTS, fluorescence dequenching, primary screen (AID 1986). cell-free peptide binding, fluorescence dequenching, 30 min; higher % means a stronger effect. inhibition, % at 20 µM, or IC50 in µM where a hit was titrated. actives 0.3% (n = 290,000); in the data active means inhibition mostly above about 52%, no sharp cut-off; inactive means mostly below about 76%; further: some results filed as inactive read as strong as hits
# NOD2 inhibition = inhibition of NOD2-driven NF-kB reporter – cell-based, luminescence, uHTS, HEK293 (AID 1566); HEK293 NOD2/NF-kB luciferase reporter, luminescence; higher % means a stronger effect; inhibition, % at 4 µM, or EC50 in µM where a hit was titrated; actives 0.63% (n = 290,000); further: many of its hits are not listed in these tables
# KOR beta-arrestin-1 = KOR antagonists, beta-arrestin recruitment, cell-based, luminescence, uHTS (AID 1778); actives 0.091% (n = 290,000); inhibition, % at 10 µM, or IC50 in µM where a hit was titrated; KOR beta-arrestin recruitment, luminescence, antagonist mode; higher % means a stronger effect; further: strong numbers were not always called active
# Large T inhibition = TAg ATPase/helicase activity blockers – biochemical (AID 1903); inhibition, % at 20 µM; hits with a dose series show IC50 in µM; SV40 large T antigen ATPase/helicase inhibition assay; higher % means a stronger effect; actives 0.39% (n = 310,000); in the data active means a potency from the dose series; inconclusive means inhibition mostly from about 32% at the one dose, without a potency; inactive means the rest, 99 in 100 with inhibition below about 32%; further: strong numbers were not always called active
# NOD1 NF-kB reporter = NOD1 signaling inhibitors, primary screen, cell-based, luminescence, uHTS (AID 1578) | NOD1-driven NF-kB luciferase reporter cells, luminescence; higher % means a stronger effect | inhibition, % at 4 µM; hits with a dose series show EC50 in µM | actives 1% (n = 290,000); in the data active means inhibition mostly above about 36%, no sharp cut-off; inactive means mostly below about 34%;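 further: HEK-293T reporter cells stimulated with the NOD1 agonist gamma-tri-DAP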
# Rac1 GTP hydrolysis = MgcRacGAP GTPase-activating activity inhibitors, confirmation, biochemical, ADP Hunter fluorescence. actives 0.6% (n = 340,000). one-dose inhibition, % at 30 µM; IC50 in µM for titrated hits. MgcRacGAP-stimulated Rac1 GTP hydrolysis, ADP Hunter fluorescence; higher % means a stronger effect; GST-tagged Rac1 F28L mutant substrate;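 active means first-screen hits whose inhibition reached a set limit at any dose in the follow-up dose series; inconclusive means inhibition above the set first-screen limit but never retested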;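 further: fluorescence reports GDP produced by GAP-driven GTP hydrolysis; strong numbers were not always called active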
# GPR55 activation = GPR55 agonists via beta-arrestin recruitment, primary screen, imaging, U2OS cells, beta-arrestin-GFP redistribution (AID 1961) | activation, % at 10 µM, or EC50 in µM where a hit was titrated | actives 0.048% (n = 290,000) | U2OS GPR55 beta-arrestin-GFP redistribution imaging; higher % means a stronger effect;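 active means activation above 40% with more than 50 cells counted in the well; inconclusive means wells holding fewer than 50 cells, flagged as toxic or sparse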;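 further: U2OS osteosarcoma cells stably expressing GPR55 and beta-arrestin-GFP; plate controls were DMSO negative control for no effect and LPI positive control for full effect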
# GPR55 antagonists = inhibition of LPI-stimulated GPR55 beta-arrestin translocation – imaging, U2OS, beta-arrestin-GFP, LPI agonist, primary screen (AID 2013) | U2OS GPR55 beta-arrestin-GFP translocation imaging, LPI antagonism; higher % means a stronger effect | inhibition, % at 10 µM; hits with a dose series show IC50 in µM | actives 0.13% (n = 290,000);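 active means spots per cell inhibited over 60%, with over 100 cells counted and total cytoplasm intensity under 500,000; inconclusive means wells with under 100 cells, flagged as likely toxic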;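 further: U2OS cells stably carrying GPR55 and arrestin-GFP stimulated by 5 µM LPI near EC80; imaged beta-arrestin-GFP aggregate spots per cell after agonist stimulation; plate controls were LPI-stimulated DMSO wells for no effect and DMSO wells without LPI for full effect; some results filed as inactive read as strong as hits; confirmed hits need IC50 under 10 µM and bright autofluorescent wells are also inconclusive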
# KOR beta-arrestin-2 = kappa opioid receptor activators – cell-based, luminescence, uHTS, primary screen (AID 1777) | KOR beta-arrestin recruitment, luminescence; higher % means a stronger effect | one-dose activation, % at 10 µM; EC50 in µM for titrated hits | actives 0.02% (n = 280,000); in the data active means activation above about 50%, passing the limit was not always enough; further: a part of the inactive calls stands beside numbers as strong as those of hits
# The depositor's hits bear a star; ? = inconclusive; . = no result given; [ ] = remark or other dose. Unless noted, no stated cut-off is given here; in the data, active means inhibition above about 50%; inactive means the rest. Only part of the results is shown; rates above refer to the full screens.
SMILES,HIV fusion peptide,NOD2 inhibition,KOR beta-arrestin-1,Large T inhibition,NOD1 NF-kB reporter,Rac1 GTP hydrolysis,GPR55 activation,GPR55 antagonists,KOR beta-arrestin-2
CCOc1ccc(CNC(=O)C2CCN(c3nnc(C)c4c(C)n(-c5ccc(C)cc5)nc34)CC2)cc1,13%,14%,-15%,7%,-28%,8%,-0.2%,19%,7.2%
O=S(=O)(/N=C(/c1ccccc1)N1CCCCCC1)c1ccccc1,0.6%,12%,14%,1%,-27%,5%,-0.3%,10%,-3.4%
Cc1nc([N+](=O)[O-])c(C(=O)OCc2ccccc2F)n1C,2.6%,7%,0%,3%,-28%,6%,0.2%,-2%,-4.4%
COc1ccc(CNC(=O)c2ccc(Br)o2)cc1,-1.6%,11%,-8%,10%,-11%,5%,-0.3%,4%,-0.6%
O=C(CCN1C(=O)/C(=C/c2ccc(F)cc2)SC1=S)Nc1cccnc1,1.5%,8%,-3%,12%,-5%,7%,-0.1%,6%,-2.8%
COc1ccc(CNC(=O)c2c(C)nc3ccccn23)cc1,0.6%,25%,-31%,-6%,-30%,4%,0.5%,-9%,3.3%
Cc1cc(S(=O)(=O)N2CCCC2)ccc1OCC(=O)N1CCOCC1,0.2%,2%,-14%,-1%,-2%,5%,-0.1%,4%,-3.9%
CCN=C1S/C(=C\c2sccc2C)C(=O)N1CC,1.0%,-17%,-28%,9%,-25%,9%,-0.2%,-16%,-0.2%
COc1ccc(-n2c(SCC(=O)Nc3cc(C)on3)nc3ccc(O)cc3c2=O)cc1OC,-1.6%,16%,12%,20%,-23%,12%,0.5%,-9%,-2.0%
CS(=O)(=O)NCc1csc(-c2ccccc2)n1,-0.3%,-9%,0%,23%,-38%,7%,0.0%,6%,4.4%
CSC(=NCc1ccco1)NC#N,-0.1%,9%,18%,21%,2%,3%,-0.2%,8%,1.3%
Cc1ccc(CSc2nc3c(c(=O)[nH]c(=O)n3C)n2CCC(C)C)cc1,-0.7%,20%,-27%,12%,6%,9%,-0.1%,-1%,-3.5%
CCOc1ccc(N2C(=O)C3C(c4ccc(O)cc4)NC(CCSC)(C(=O)OC)C3C2=O)cc1 (stereo not drawn),-1.0%,6%,-44%[20 µM],6%,-31%,-1%,0.2%,3%,.
O=S1(=O)CCC(NC2CCCC2)C1 (stereo not drawn),-0.1%,26%,-32%,3%,-5%,.,-0.1%,-5%,0.6%
O=C(CCN1C(=O)/C(=C\c2ccccc2)SC1=S)NNC(=O)c1cccnc1,9.8%,8%,19%,4%,-12%,8%,-0.2%,12%,-3.1%
Cc1c(C(=O)NCCN(C)C)oc2ccc(S(=O)(=O)N3CCC4(CC3)OCCO4)cc12,-0.1%,-4%,-14%,1%,-12%,-4%,-0.3%,6%,-1.7%
O=C(O)C1CCC(=O)N(C2CCCCC2)C1c1ccccc1 (stereo not drawn),0.1%,2%,-49%,.,-25%,7%,0.6%,4%,1.4%
O=C(O)c1ccc2c(=O)n3c(nc2c1)/C(=C/c1ccc(F)cc1)CC3,3.1%,-42%,-50%,3%,33%*,-4%,-0.1%,-1%,2.2%
COc1ccc(-c2nc3ccccc3c(=O)n2CCCN2CCOCC2)cc1,1.1%,-3%,41%,20%,-12%,1%,0.2%,-3%,-1.2%
Cc1nc2sc(C(c3cccs3)N3CCN(C(=O)c4ccco4)CC3)c(O)n2n1 (stereo not drawn),0.6%,-13%,-45%,5%,-20%,2%,0.8%,10%,-4.5%
COc1ccc(OC)c(C2C(C(=O)Nc3ccccc3OC)=C(C)Nc3nc(CCCO)nn32)c1 (stereo not drawn),-1.6%,2%,-12%,6%,-6%,0%,-0.1%,-5%,8.0%
COc1ccc(CNC(=O)CNC(=O)CNS(=O)(=O)c2ccc(C)c(C)c2)cc1,-0.9%,13%,-9%,15%,-23%,2%,.,-5%,-0.1%
O=C1C(=O)N(c2cccc(Cl)c2)C(c2ccccc2[N+](=O)[O-])/C1=C(\O)c1ccccc1 (stereo not drawn),3.4%,-28%,14%,-2%,-16%,5%,-0.1%,-4%,-2.9%
CCCCC(=O)NN(C)c1nc(-c2ccccc2)nnc1C(F)(F)F,-2.0%,14%,-14%,3%,22%,-6%,-0.1%,9%,0.4%
c1ccc(-n2ncc3c(NCCN4CCOCC4)ncnc32)cc1,2.6%,-28%,28%,11%,-25%,4%,-0.3%,3%,-3.6%

# Overlap with the part before: 2 compounds, followed by the next part.
SMILES,HIV fusion peptide,NOD2 inhibition,KOR beta-arrestin-1,Large T inhibition,NOD1 NF-kB reporter,Rac1 GTP hydrolysis,GPR55 activation,GPR55 antagonists,KOR beta-arrestin-2
CCCCC(=O)NN(C)c1nc(-c2ccccc2)nnc1C(F)(F)F,-2.0%,14%,-14%,3%,22%,-6%,-0.1%,9%,0.4%
c1ccc(-n2ncc3c(NCCN4CCOCC4)ncnc32)cc1,2.6%,-28%,28%,11%,-25%,4%,-0.3%,3%,-3.6%
COc1ccccc1NCC(=O)N/N=C/c1sccc1C,-4.8%,-43%,-22%[20 µM],9%,14%,-4%,-0.1%,2%,-0.7%
Cc1cc(C)c(C(=O)C2OC(=O)C(C)(C)C(=O)C2(C)C)c(C)c1 (stereo not drawn),-0.1%,12%,15%,-3%,9%,2%,-0.1%,11%,-5.9%
CCCC(=O)Nc1sc(C)c(C)c1C(=O)Nc1cccc(C)c1,-2.5%,1%,-24%,5%,6%,2%,0.2%,14%,11%
COc1ccc(C(=O)NNC(=O)CN2CCC(n3nnc4cc(C)ccc43)CC2)cc1,-1.5%,14%,30%,33%,-15%,-12%,0.2%,8%,-4.2%
Cc1ccccc1NS(=O)(=O)c1ccc(NS(=O)(=O)c2cccs2)cc1,1.6%,19%,-14%,-4%,-2%,1%,0.2%,8%,-1.1%
O=C(Nc1nc(-c2cc(Cl)sc2Cl)cs1)c1ccc(Br)s1,-7.0%,38%,-64%,-4%,21%,5%,0.3%,4%,-2.2%
O=c1oc2ccccc2n1CCCCCn1c(=O)oc2ccccc21,0.9%,10%,12%,11%,-9%,3%,1.5%,4%,-3.0%
COC(=O)c1cccc(NC(=O)CSc2nnc(COc3ccc(C#N)cc3)n2-c2ccccc2)c1,-2.9%,-3%,17%,7%,-31%,6%,0.2%,16%,-4.4%
CC(C)Cn1c(-c2ccccc2)nc(=S)c2c1CCCC2,13%,-10%,-7%,19%,11%,-4%,0.6%,14%,0.1%
CC1CCCCN1C(=O)COc1ccc2ccc(=O)oc2c1 (stereo not drawn),-2.4%,5%,-10%,-2%,-38%,1%,-0.7%,-2%,-0.3%
Nc1ccc(Cc2nc3cc4ccccc4cc3[nH]2)cc1,-1.4%,-105%,3%,13%,-4%,.,-0.3%,8%,-1.3%
CCNC(=O)c1ccc(CSc2nc3ccccc3s2)cc1,2.9%,8%,0%,7%,-8%,7%,0.0%,-8%,-3.3%
COc1ccc(OC(=O)c2cccnc2)cc1,2.7%,5%,0%,9%,-22%,15%,0.0%,9%,-0.6%
Cc1ccc(Cl)cc1N1CCN(S(=O)(=O)c2c(C)noc2C)CC1,1.8%,6%,-37%,5%,4%,4%,0.2%,2%,0.7%
O=C1N/C(=N/O)S/C1=C/c1cccc([N+](=O)[O-])c1,7.6%,8%,-24%,10%,-25%,2%,-0.3%,-3%,-3.6%
C=CCNc1nc(N)c(C(=O)c2ccc3c(c2)OCO3)s1,0.8%,-56%,10%,26%,4%,2%,-0.3%,-50%,0.9%
Cc1ccc(-c2cccc(CN3CCN(C4CCN(C(C)C)CC4)C(CCO)C3)c2)o1 (stereo not drawn),0.0%,-16%,-45%,17%,-26%,4%,0.2%,5%,1.2%
CC1(C)CC(=O)C2=C(C1)N(c1ccc(F)cc1)C(=O)C2(NC(=O)c1ccccc1)C(F)(F)F (stereo not drawn),-0.9%,6%,-36%,2%,-24%,.,-0.2%,10%,5.2%
CCN(CC)c1ccc(CNc2ccc(Br)cn2)cc1,-2.0%,-34%,-10%,-1%,-22%,5%,0.3%,-2%,0.7%
COc1cc(C(=O)Cc2nc3ccccc3n2C)cc(OC)c1OC,-2.3%,-6%,-13%,-11%,2%,0%,-0.2%,6%,-3.0%
COc1ccc(C2C(C(=O)N3CCN(c4ccccn4)CC3)CC(=O)N2c2ccc(OC)cc2)cc1 (stereo not drawn),-0.6%,14%,3%,6%,-14%,0%,0.9%,3%,1.9%
C/C(=C\C(=O)Nc1cc(C)on1)c1ccccc1,0.4%,-56%,2%,6%,-33%,-6%,-0.1%,11%,1.1%
CCOC(=O)c1c(CC(C)C)csc1/N=C/C1C(=O)CCCC1=O,31%,3%,13%,8%,-12%,3%,-0.3%,-1%,-2.5%
CCc1nc(SCC(=O)O)c(C#N)cc1C,34%,4%,-5%,13%,-24%,4%,-0.1%,3%,4.9%
CCc1n[nH]c2c1/C(=N\O)CC(c1ccccc1)C2 (stereo not drawn),1.7%,8%,4%,12%,31%,7%,-1.0%,-15%,-3.2%
SMILES,HIV fusion peptide,NOD2 inhibition,KOR beta-arrestin-1,Large T inhibition,NOD1 NF-kB reporter,Rac1 GTP hydrolysis,GPR55 activation,GPR55 antagonists,KOR beta-arrestin-2
C/C(NC(=O)c1ccccc1F)=C1\C(=O)C[C@@H]2[C@H]1C2(C)C,2.1%,-13%,2%,17%,-43%,4%,-0.2%,10%,-3.8%
COc1cccc(-n2c(N)c(C#N)c3ccc([N+](=O)[O-])cc3c2=O)c1,4.3%,12%,30%,4%,-6%,.,0.5%,2%,1.5%
Cc1ccc(C(=O)NNC(=O)c2cccnc2SCc2cccc([N+](=O)[O-])c2)cc1,-0.2%,-8%,-18%,4%,12%,0%,0.4%,-4%,3.6%
CCCC(=O)NC(c1ccccc1Cl)c1c(O)ccc2ccccc12 (stereo not drawn),-0.5%,-30%,-15%,3%,-21%,5%,-0.1%,5%,3.5%
CCOC(=O)Cn1c(=O)n(Cc2ccc(C)cc2)c(=O)c2cccnc21,1.3%,8%,15%,7%,-8%,8%,0.0%,2%,1.2%
c1ccc(CSc2nnc(-c3cccs3)o2)cc1,-0.8%,-34%,-30%,0%,-71%,2%,-0.3%,-12%,0.9%
Cc1cc(C)c(S(=O)(=O)N2CCCC(C(=O)NC3CC3)C2)c(C)c1 (stereo not drawn),-0.3%,-4%,-12%,5%,-35%,4%,-0.1%,9%,2.0%
O=C(O)C1CCCCC1C(=O)NC1CCCCC1 (stereo not drawn),0.3%,-16%,25%,0%,-10%,11%,-0.2%,1%,-0.6%
COc1ccc(CNC(=S)N/N=C/c2ccc(O)c(OC)c2)cc1,-1.3%,-7%,-4%,28µM*,-16%,?,0.1%,-15%,5.1%
O=C(NC1CCCC1)c1noc2c1CCCCC2,0.0%,-34%,-1%,3%,-29%,9%,0.6%,-6%,1.2%

# Bioassay records (PubChem)
